Screening results as filed in PubChem.
USP1 inh: inhibitors of human USP1/UAF1 deubiquitinase; O94782; recombinant USP1/UAF1, Ub-Rhodamine cleavage fluorescence; Potency, µM (doses to about 57.1 µM), for the others: at the highest dose activity change, negative = inhibition, actives largely listed as inhibitors; actives 0.23% (n = 390,000); further: potency means the concentration at half of the fitted maximal effect; on the % scale 0 is the no-effect control and ±100 the full control effect; nearly all actives have a fitted effect of over 60% in size; inactives centre near -12
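1 nM enzyme complex + cpd, 15 min RT; start with Ub-Rho 150nM final; kinetic fluorescence ex 480/em 540, 6 reads q60 s. Buffer 50mM HEPES pH 7.8, 0.5mM EDTA, 0.1 mg/ml BSA, 1mM TCEP, 0.01% Tween-20.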
TrxR1 substrate: substrates of rat thioredoxin reductase 1. O89049. purified TrxR1 substrate turnover, NADPH consumption readout. Potency, µM (titrated, usually from 114 µM), without a hit: top-dose activity change, negative = substrate turnover. actives 0.01% (n = 390,000); further: potency means the concentration at half of the fitted maximal effect; on the % scale 0 is the no-effect control and ±100 the full control effect; nearly all actives have a fitted effect of over 50% in size
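Rat TrxR1, dispensed at 90 nM, was prereduced with 400 uM NADPH (final) for 5 min at ~22 deg C, then incubated with compound 15 min before 400 uM selenite. A first-read NADPH fluorescence drop versus no-compound background flagged substrates.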
mIDH1 inhibitor: human IDH1 R132H inhibition; IDH1-R132H enzyme, NADPH consumption, diaphorase/resazurin fluorescence; Potency, µM (top dose mostly 76.6 µM), for inactives: at the top dose activity change, negative = inhibition, hits mostly inhibitors; actives 0.093% (n = 390,000); AID 602179; further: potency means the concentration at half of the fitted maximal effect; on the % scale 0 is the no-effect control and ±100 the full control effect; nearly all actives have a fitted effect of over 65% in size
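IDH1-R132H (0.5 ug/mL) preincubated 30 min with compound, then NADPH (0.016 mM) and alpha-KG (2 mM) added; 80 min at RT, pH 7.5. Remaining NADPH coupled via diaphorase/resazurin to fluorescence (540/590 nm); concentration-response curves normalized to no-enzyme control.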
rTrxR1 inhibitor: rat TrxR1 inhibition; recombinant rTrxR1, NADPH fluorescence consumption, selenite substrate; Potency, µM (highest dose often 114 µM), for the others: at the highest dose activity change, negative = inhibition, usual class: inhibitors; O89049; actives 1% (n = 390,000); further: potency means the concentration at half of the fitted maximal effect; on the % scale 0 is the no-effect control and ±100 the full control effect; nearly all actives have a fitted effect of over 65% in size
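Rat TrxR1 (90 nM in the dispensed reagent) was pre-reduced with 400 uM NADPH for 5 min at room temperature, then incubated with compound for 15 min. After 400 uM selenite was added, NADPH fluorescence (Ex 340/Em 450 nm) was followed for 8 min.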
TRHR enhancer: allosteric enhancers of human TRH receptor | TRHR cells, fluo-8 calcium fluorescence, EC20 TRH enhancement | actives 0.66% (n = 360,000) | enhancement, % at 2 µM; in the data active means enhancement above about 30%; further: 0% is about no effect
Target sequence (P34981 whole entry, looked up): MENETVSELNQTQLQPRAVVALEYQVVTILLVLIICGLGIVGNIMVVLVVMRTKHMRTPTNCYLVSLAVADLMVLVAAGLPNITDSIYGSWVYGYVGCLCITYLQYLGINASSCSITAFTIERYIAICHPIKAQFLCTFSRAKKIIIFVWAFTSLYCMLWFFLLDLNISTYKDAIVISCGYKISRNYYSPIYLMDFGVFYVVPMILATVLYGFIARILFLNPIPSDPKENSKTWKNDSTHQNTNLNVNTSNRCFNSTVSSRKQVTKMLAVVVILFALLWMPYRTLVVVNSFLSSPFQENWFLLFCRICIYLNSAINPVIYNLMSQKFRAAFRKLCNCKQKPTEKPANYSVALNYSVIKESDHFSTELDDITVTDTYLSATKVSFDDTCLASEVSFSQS
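TRHR-expressing cells loaded with fluo-8 calcium dye were read kinetically (ex 480/em 530) during compound addition, then stimulated with an EC20 of TRH (10 nM final). Enhancement of the Gq-mediated intracellular calcium response was scored.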
TRHR ag: agonists of human TRH receptor; TRHR cells, calcium flux fluo-8, FDSS agonist mode; activation, % at 2 µM; actives 0.18% (n = 360,000); AID 493084; in the data active means activation above about 30%; further: 0% is about no effect
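TRHR-expressing cells loaded with fluo-8 calcium dye; 23 nL library compound pin-transferred, kinetic FDSS fluorescence (Ex 480/Em 530) recorded about 180 s for agonist-induced calcium release, before a 10 nM TRH EC20 addition for potentiator mode.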
D2 antag: D2 dopamine receptor (human) antagonism; actives 2% (n = 340,000); inhibition, % at 10 µM; HEK293 TREx D2 cells, calcium flux, dopamine EC80; P14416; AID 485344; in the data active means inhibition above about 30%; further: 0% is about no effect
Target sequence (P14416 whole entry, looked up): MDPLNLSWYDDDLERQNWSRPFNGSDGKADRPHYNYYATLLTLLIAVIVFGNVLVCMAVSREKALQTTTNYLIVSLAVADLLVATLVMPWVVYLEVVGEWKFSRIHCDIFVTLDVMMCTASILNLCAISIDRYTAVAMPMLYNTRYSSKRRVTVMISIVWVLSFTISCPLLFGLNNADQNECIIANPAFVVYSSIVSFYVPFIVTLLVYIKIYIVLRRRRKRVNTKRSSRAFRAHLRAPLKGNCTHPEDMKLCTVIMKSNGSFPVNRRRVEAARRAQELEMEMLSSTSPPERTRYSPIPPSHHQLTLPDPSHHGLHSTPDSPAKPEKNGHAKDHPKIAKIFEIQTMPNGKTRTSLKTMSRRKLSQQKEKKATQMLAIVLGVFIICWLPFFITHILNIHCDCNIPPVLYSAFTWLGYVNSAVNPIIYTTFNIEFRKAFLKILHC
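Tetracycline-induced HEK293 T-REx cells expressing D2 force-coupled to calcium signalling were dye-loaded, exposed to compound for 180 s, then challenged with an EC80 of dopamine; calcium flux was followed kinetically for a further 180 s.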
D2 ag: activates the human D2 dopamine receptor; activation, % at 2 µM; AID 485358; actives 0.53% (n = 340,000); P14416; HEK293 T-REx D2 cells, calcium flux agonist mode;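 active means activation over 3 SD above normal in the single-dose calcium agonist read, cut at about 30% in these data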; further: 0% is about no effect
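HEK293 Trex D2 cells, tetracycline-induced, o/n 30 C 5% CO2; no-wash Ca dye, RT 30–90 min; 10-cycle baseline, 23 nl cpd added, kinetic Ca read 180 s; agonist hits = positive Ca response.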
Pin1 inhibitor: inhibitors of human Pin1 | Potency, µM (titrated, usually from 115 µM), without a hit: at the highest dose activity, negative = inhibition, most hits filed as inhibitors | actives 0.009% (n = 390,000) | Pin1 FP peptide displacement, HiFluor488, 10 min | AID 504891; active means well fitted inhibition curve with a large enough effect in the polarisation, with a control signal flat, not every such curve was filed as active; inconclusive means small, poorly fitted or top-dose-only effect, or effect the other way, or a change in a side signal; inactive means no such curve, though single readings can be large or run the other way; the % refers to the polarisation; further: potency means the concentration at half of the fitted maximal effect; on the % scale 0 is the no-effect control and ±100 the full control effect
Target sequence (Q13526 whole entry, looked up): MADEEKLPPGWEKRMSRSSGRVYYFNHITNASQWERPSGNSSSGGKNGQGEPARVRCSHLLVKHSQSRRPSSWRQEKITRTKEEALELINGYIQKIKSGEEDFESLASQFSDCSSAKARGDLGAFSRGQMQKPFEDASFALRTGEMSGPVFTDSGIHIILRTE
Active calls of the source: *; ? = inconclusive; / = no result given; & = joins results of further samples; [ ] = remark or other dose. Unless noted, the call rests on the fitted dose curve; in most records, active means well fitted inhibition curve with a large enough effect; inconclusive means small, poorly fitted or top-dose-only effect; inactive means no such curve, though single readings can be large or run the other way.

Start of the data: the first two records (preview)
SMILES | USP1 inh | TrxR1 substrate | mIDH1 inhibitor | rTrxR1 inhibitor | TRHR enhancer | TRHR ag | D2 antag | D2 ag | Pin1 inhibitor
C/C(=N\Nc1cc(Cl)nc(C)n1)c1ccccc1 | -4% | 4% | 15% | 11% | -3 | -0.3 | -12 | -0.8 | -3%
CCN(CC)S(=O)(=O)c1ccc(N)cc1 | -17% | 7%[57.1 µM] | 16% | 13%[57.1 µM] | -9 | 0.6 | -34 | 0.0 | 1%

The whole of this part, repeating the preview:
SMILES | USP1 inh | TrxR1 substrate | mIDH1 inhibitor | rTrxR1 inhibitor | TRHR enhancer | TRHR ag | D2 antag | D2 ag | Pin1 inhibitor
C/C(=N\Nc1cc(Cl)nc(C)n1)c1ccccc1 | -4% | 4% | 15% | 11% | -3 | -0.3 | -12 | -0.8 | -3%
CCN(CC)S(=O)(=O)c1ccc(N)cc1 | -17% | 7%[57.1 µM] | 16% | 13%[57.1 µM] | -9 | 0.6 | -34 | 0.0 | 1%
COCCNC(=O)CCCn1c(SCC(=O)Nc2ccc(F)cc2)nc2c(sc3ccccc32)c1=O | 5% | 3% | -12% | 4% | -7 | 0.3 | / | 1.2 | 20%
O=C(Nc1cccc(O)c1)c1cccc(S(=O)(=O)Nc2cccc(O)c2)c1 | -19% | -2% | -6% | 18% | 3 | -0.1 | 6 | 0.5 | -2%
CCNc1nc(NC(C)C)nc(N(C)C#N)n1 | -12% | -1% | -9% | 5% | 2 | 0.1 | -3 | 1.6 | -2%
O=C(NC(=O)N1CCCCCC1)c1ccccc1 | -16% | 1% | -4% | 16% | 0 | 0.6 | -1 | -0.8 | -3%
O=C(/C=C/c1ccc(F)cc1)Nc1cc(S(=O)(=O)N2CCOCC2)ccc1N1CCCC1 | -13% | -2% | -3% | 0% | -4 | 0.1 | -10 | -1.4 | 36%[activator]
Nc1nc2nccc(-c3ccccn3)n2n1 | -2% | 48%[activator] | 6% | 2% | 3 | 0.5 | 14 | 0.8 | -5%
COc1ccc(NC(=O)CSc2nc3ccsc3c(=O)n2CCC(=O)O)c(OC)c1 | -9% | -5% | -10% | 12% | 1 | -0.1 | 5 | 0.6 | 1%
CCOC(=O)N1CCN(C(=O)c2ccc3c(=O)n(CCC4=CCCCC4)c(=O)[nH]c3c2)CC1 | -5% | -6% | -2% | 4% | -2 | -0.7 | 6 | -2.7 | -4%
Cc1cc(C)nc(SCNC(=O)c2ccc(F)cc2)n1 | -13% | -3% | 0% | ? | 7 | 0.1 | 15 | 0.0 | -2%
O=C(COC(=O)/C=C/c1ccco1)Nc1cc(S(=O)(=O)N2CCOCC2)ccc1Cl | 1% | -7% | 0% | 35µM* | / | / | / | / | 5%
CCc1ccc(OCC(=O)O/N=C(\N)c2ccncc2)cc1 | -13% | -2% | 0% | 3% | 5 | -0.7 | 0 | -1.0 | 3%
CCOC(=O)c1cnc(-n2cc(C)cn2)nc1Nc1ccccc1OCC | -8% | 6% | 1% | 15% | 6 | 0.0 | 9 | 1.4 | 8%
CCc1ccccc1NC(=O)Nc1cc(C(=O)NCc2cccc(F)c2)ccc1N1CCCC1 | -31% | 6%[57.1 µM] | -8% | 14%[57.1 µM] | -6 | -0.1 | / | 1.8 | ?
O=C(NNC(=O)C1CCCO1)c1ccc([N+](=O)[O-])cc1 (configuration not stated) | -4% | -2% | 0% | 4% | 4 | 0.0 | -25 | -3.1 | 1%
CCN(Cc1ccccc1)C(=O)C1CCN(S(=O)(=O)c2ccc3c(c2)CCCN3C(C)=O)CC1 | -19% | 2%[57.1 µM] | -1% | 19%[57.1 µM] | -5 | 0.0 | / | 0.2 | -5%
COc1cc(CN2CCC(C(=O)N3CCCC(C)C3)CC2)cc(OC)c1O (configuration not stated) | 12% | 10% | 2% | ? | 1 | 0.9 | 7 | 1.0 | -8%
Cc1ccccc1CN1CCN(S(=O)(=O)c2cccc3nsnc23)CC1 | -7% | -16% | -7% | -21% | -17 | 0.8 | -2 | 0.5 | -7%
CN(Cc1cccnc1)C(=O)CNC(=O)c1ccc(Cl)cc1Cl | 2% | 9%[57.1 µM] | -9% | 15%[57.1 µM] | 16 | 0.0 | 6 | 0.0 | 1%
O=C(O)CN1CCN(c2ncc(C(F)(F)F)cc2Cl)CC1 | -25% | -2%[57.1 µM] | -1% | 2%[57.1 µM] | -1 | 0.0 | -3 | 0.0 | -5%
N#Cc1cccc(NC(=O)CSc2nnc(C3CC3)n2C2CC2)c1 | -23% | 4% | -6% | 24% | 7 | -0.5 | -17 | 0.1 | 6%
COc1ccc(NC(=O)C2CCCN(c3nn4c(=O)cc(C)nc4s3)C2)c(OC)c1 (configuration not stated) | -18% | 3% | 0% | 16% | -3 | -0.9 | 12 | -0.3 | 0%
Cn1c(=O)c2cc(C(=O)NC3CCCCCC3)sc2c2ccccc21 | 0% | 3% | 0% | 4% | -4 | 0.8 | / | 0.6 | 6%
CCOc1ncccc1C(=O)Nc1ccc(-c2ccc3nnc(C)n3n2)cc1 | 1% | 2% | 5% | 1% | -2 | 0.6 | 25 | -0.7 | 1%
CCn1c(=O)n(CCOC)c(=O)c2c3c(sc21)CCCC3 | -14% | -2%[57.1 µM] | 11% | 16%[57.1 µM] | 2 | -0.4 | -27 | 0.1 | -2%
Cc1nnc(SCCn2c(N3CCCC(C)C3)nc3c2c(=O)[nH]c(=O)n3C)s1 (configuration not stated) | -16% | 3%[57.1 µM] | 0% | 4% | 4 | 2.2 | 3 | 1.3 | 2%
COc1ccc(S(=O)(=O)Nc2cc(C)on2)cc1NC(C)=O | -21% | 3% | -5% | 18% | 4 | 1.1 | 16 | 0.3 | 1%
OCCC1CN(Cc2nc3c(s2)CCCC3)CCN1Cc1ccccc1 (configuration not stated) | -4% | 1% | 2% | -5% | 3 | 0.2 | 2 | 0.6 | -3%
Cc1cc(C)cc(C(=O)Nc2ccc(N3CCCC3)cc2)c1 | -19% | 5%[57.1 µM] | -3% | 25%[57.1 µM] | 2 | -0.9 | / | / | 0%
COCCNC(=O)COC(=O)c1ccc(OCC(=O)Nc2ccccc2OC)c(OC)c1 | -5% | -2% | -3% | 8% | 7 | -0.3 | -6 | / | 33%[activator]
COC(=O)CC1Oc2ccccc2-n2cc(-c3ccc(Cl)cc3)nc21 (configuration not stated) | -21% | 3% | 35%[activator] | 12% | -2 | 0.5 | / | 0.5 | -7%
O=S(=O)(Nc1ccccc1)N1CCCCC1 | -25% | 0% | -5% | 16% | / | / | / | / | -4%
COCC(C)NC(=O)C1CC(c2cccc(Br)c2)=NO1 (configuration not stated) | -4% | -5% | 1% | -1% | 8 | 0.0 | 8 | 0.3 | -3%
c1n[nH]c(NC2=NCCC2)n1 | -14% | 12%[57.1 µM] | 4% | 3%[57.1 µM] | 1 | 0.3 | -9 | -0.3 | 0%
CCc1ccc(NC(=O)c2cnn(-c3c(C)cccc3C)c2C2CCNCC2)cc1 | -20% | 3% | 10% | 9% | -3 | 4.2 | / | 0.5 | -3%
CCNc1ccc(C(=O)OCC(=O)Nc2cc(C)on2)cc1[N+](=O)[O-] | -25% | -2% | -2% | 16% | -7 | -0.5 | 12 | -0.4 | 22%
CC(=O)c1cc2c(cc1NC(=O)CN1CCCCCC1)OCO2 | -12% | 5%[57.1 µM] | 0% | 9%[57.1 µM] | -2 | 1.3 | -5 | 1.3 | ?
NS(=O)(=O)c1cccc(NC(=O)CN2CCC(Cc3ccccc3)CC2)c1 | -13% | 10% | 0% | 18%[57.1 µM] | -2 | 0.1 | 11 | 2.3 | 0%
O=C(c1ccc2c(c1)OCO2)N1CCC2(CC1)Oc1ccc(Cl)cc1C(=O)C21CC(c2ccccc2)=NO1 (configuration not stated) | -1% | -4% | 9% | 14%[57.1 µM] | -2 | 0.7 | 42* | 1.3 | 1%
Cc1ccc(Cl)cc1N1CCN(C(=S)NCCc2ccccc2)CC1 | -13% | -11% | 5% | -7% | 1 | 0.9 | 1 | 1.3 | 11%
CCC(C)NC(=O)C(=O)NCc1ccncc1 (configuration not stated) | -3% | -8% | -3% | 9% | -3 | 2.8 | 13 | 1.2 | -7%
OCCCC1CCCCN1Cc1nc(Cc2ccccc2Cl)no1 (configuration not stated) | -23% | 0% | -6% | 13% | -2 | 0.0 | -1 | 0.3 | -3%
O=C(O)C1CCCCC1C(=O)Nc1ccccc1Cl (configuration not stated) | -26% | -2% | 8% | -8% | 2 | 0.5 | -2 | -0.1 | 2%
Cc1csc2nc(COC(=O)CNC(=O)c3ccc(F)cc3)cc(=O)n12 | -27% | 4%[57.1 µM] | 10% | 14%[57.1 µM] | -1 | 0.0 | / | 0.4 | -9%
CCN(Cc1ccccc1)S(=O)(=O)c1ccc(C(=O)N2CCN(c3nc4ccccc4s3)CC2)cc1 | -5% | 4% | 4% | 12% | 1 | 0.7 | 3 | -1.9 | 12%
O=C(Nc1ccc(Cl)cc1)c1cccc(NC2=NC3CS(=O)(=O)CC3S2)c1 (configuration not stated) | -1% | -10% | 3% | 11%[57.1 µM] | 3 | 0.1 | -7 | 0.2 | -6%
COc1ccc(C)cc1NS(=O)(=O)c1ccc(-c2cnc(C3CC3)o2)cc1 | -8%&-9% | -4% | -6%&14% | 12% | 7&-1 | 0.7&0.8 | -2 | -0.1 | 2%&-3%
COc1cccc(/C=N/n2c(-c3n[nH]c4c3CCC4)n[nH]c2=S)c1OC | ? | 6%[57.1 µM] | 3% | -14%[57.1 µM] | 6 | 0.0 | 11 | 0.7 | 3%
CCOc1ccc(NC(=O)c2ccccn2)cc1 | -5% | -10% | 17% | -7% | 0 | -0.4 | -21 | 0.3 | -6%
O=C1/C(=C\Nc2ccccc2)CCN1c1ncccn1 | -9% | -18% | 5% | ? | -3 | -0.2 | 7 | 0.4 | -2%

Some of the compounds tested; rates above refer to the full screens.
